# SENP7 inh = inhibitors of human SENP7 protease. inhibition, % at 5 µM. Q9BQF6. recombinant SENP7, Z-RLRGG-aminoluciferin luminescence, 40 min. actives 1.5% (n = 330,000);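 active = inhibition above about 50% at the single test dose, limit read from the data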;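 also: plate controls were DMSO with enzyme for no effect and no enzyme buffer wells for full effect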
# Target sequence (Q9BQF6 706-1050 limits assumed): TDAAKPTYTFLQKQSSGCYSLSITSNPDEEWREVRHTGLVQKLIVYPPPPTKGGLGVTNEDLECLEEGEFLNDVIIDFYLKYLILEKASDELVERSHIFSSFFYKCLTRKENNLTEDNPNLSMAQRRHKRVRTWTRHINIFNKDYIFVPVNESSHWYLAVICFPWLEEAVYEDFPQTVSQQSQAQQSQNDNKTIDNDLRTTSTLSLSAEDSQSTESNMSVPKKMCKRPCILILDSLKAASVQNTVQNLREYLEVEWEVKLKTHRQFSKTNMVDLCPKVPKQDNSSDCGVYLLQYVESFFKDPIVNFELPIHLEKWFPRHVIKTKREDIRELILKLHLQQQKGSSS
# HKDC1 inhibitor = HKDC1 (human) hexokinase inhibition; Q2TB90; recombinant HKDC1, G6PDH/diaphorase resazurin coupled fluorescence; inhibition, % at 20 µM; actives 0.16% (n = 340,000);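 active = inhibition above about 35% when tested at 20 µM, limit read from the data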;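 also: plate controls were DMSO wells with enzyme for no effect and DMSO wells lacking enzyme for full effect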
#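 System: Recombinant HKDC1 hexokinase | Amount: HKDC1 at 5 µg/mL | Reagent: Glucose with 1 mM ATP | Doses: Single 20 µM dose | Incubation: Reaction time 90 min, room temperature, protected from light | Signal: Coupled resazurin fluorescence, excitation 525 nm, emission 613 nm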
# MPTP inh = inhibitors of mitochondrial permeability transition pore | isolated mouse mitochondria, Ca2+ swelling absorbance, 30 min | inhibition, % at 10 µM | actives 1.4% (n = 360,000);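 active = inhibition of 50% or more, scaled per plate between neutral and stimulator controls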;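 also: 0% = DMSO wells given calcium and 100% = 1 mM EGTA wells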
# PfG6PD inh = PfG6PD (Plasmodium falciparum) enzyme inhibition; PfGluPho enzyme, NADPH resazurin-diaphorase fluorescence; AID 504690; actives 0.78% (n = 350,000); inhibition, % at 20 µM;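 active = inhibition reaching at least a set limit at 20 µM in the primary screen, cut at about 59% in these data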;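 also: 0% = DMSO wells with substrate and 100% = DMSO wells lacking glucose-6-phosphate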
# SENP8 block = SENP8 (human) protease inhibition. Q96LD8. recombinant SENP8, Nedd8 substrate fluorescence. inhibition, % at 20 µM. actives 0.64% (n = 360,000). AID 602440; in the data active = inhibition mostly above about 40%, no sharp cut-off; inactive = mostly below about 27%
# Target sequence (Q96LD8 whole entry, looked up): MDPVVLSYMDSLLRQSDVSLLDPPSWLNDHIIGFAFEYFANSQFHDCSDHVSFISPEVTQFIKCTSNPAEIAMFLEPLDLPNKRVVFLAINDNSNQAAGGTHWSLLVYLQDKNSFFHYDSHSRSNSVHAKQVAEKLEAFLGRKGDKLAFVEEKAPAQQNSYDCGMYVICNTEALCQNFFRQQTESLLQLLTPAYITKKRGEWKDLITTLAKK
# GRIN3A LBD mod = modulates the human NR3A ligand-binding domain; NR3A LBD differential scanning fluorimetry, Tm shift; 0% = protein alone, 100% = glycine-bound protein; Tm shift relative to glycine control, % at 25 µM; actives 2.5% (n = 340,000);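 active = melting temperature shift of at least 10% of the positive control shift, at one fixed dose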
# SENP6 block = SENP6 protease inhibition; Q9GZR1; Recombinant SENP6 catalytic domain, aminoluciferin luminescence; actives 1.8% (n = 330,000); inhibition, % at 10 µM;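 active = inhibition above about 50% at the single tested dose, limit read from the data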;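 also: plate controls were DMSO wells with enzyme for no effect and DMSO wells lacking enzyme for full effect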
# ATG4B inh = ATG4B (human) cysteine protease inhibition. Q9Y4P1. ATG4B cleavage of LC3-PLA2, NBD-HPC fluorescence, 1 h. inhibition, % at 8.33 µM. actives 0.51% (n = 340,000). AID 504462; in the data active = inhibition above about 40%
# Target sequence (Q9Y4P1 whole entry, looked up): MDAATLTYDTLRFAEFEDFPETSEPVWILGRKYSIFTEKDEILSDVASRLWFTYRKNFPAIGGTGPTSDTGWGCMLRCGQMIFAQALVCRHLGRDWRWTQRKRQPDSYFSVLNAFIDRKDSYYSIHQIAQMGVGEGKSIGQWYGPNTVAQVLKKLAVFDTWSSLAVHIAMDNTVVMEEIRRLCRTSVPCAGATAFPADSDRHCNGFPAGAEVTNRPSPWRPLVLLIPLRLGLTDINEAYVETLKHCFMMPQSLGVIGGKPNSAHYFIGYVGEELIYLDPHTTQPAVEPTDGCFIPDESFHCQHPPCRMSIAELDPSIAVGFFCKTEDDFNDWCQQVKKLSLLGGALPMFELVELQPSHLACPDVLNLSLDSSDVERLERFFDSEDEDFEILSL
# Starred values were filed as active, the others as inactive; . = no result given.
SMILES,SENP7 inh,HKDC1 inhibitor,MPTP inh,PfG6PD inh,SENP8 block,GRIN3A LBD mod,SENP6 block,ATG4B inh
O=C(CN1C(=O)NC2(CCCC2)C1=O)Nc1nc(-c2ccccc2)cs1,-1,-2,0.9,-4,-2,-1,-4,4
Nc1cc(C(=O)OCC(=O)c2ccc(CC(=O)N3CCOCC3)s2)ccc1Cl,-9,3,-1.3,-4,-32,1,-11,1
CCOC(=O)c1ccc(NC(=O)Nc2ccc3c4c(cccc24)C(=O)N3CC)cc1,4,-4,95*,24,22,17*,-11,11
O=C(CCCN1C(=O)/C(=C/c2cccs2)SC1=S)NNC(=O)c1ccccc1O,-3,-15,30,-51,12,12*,-28,35
COc1cccc(NC(=O)CN(C)C(=O)c2cc3c(s2)CCCCC3)c1,0,10,-1.2,-4,14,0,-4,-10
CC(C)(C)NC(=S)Nc1cccc(C(F)(F)F)c1,3,3,65*,15,14,-7,-6,-2
Cn1c(=O)c2cc(S(=O)(=O)N3CCN(c4cccc(C(F)(F)F)c4)CC3)ccc2n(C)c1=O,11,-2,0.1,6,15,-8,2,-3
CC1CCCN(C(=O)CN(C)S(=O)(=O)c2ccc3c(c2)c(=O)n(C)c(=O)n3C)C1 (stereo unspecified),-6,-4,-0.4,5,10,2,-11,8
N#C/C(=C\c1cn(Cc2cccc(F)c2)c2ccccc12)C(=O)NCc1ccco1,0,-7,1.1,-9,-30,-4,-6,1
COc1cccc(NC(=O)CNS(=O)(=O)c2ccc(Cl)cc2)c1,-7,8,-4.0,-4,29,1,-4,-3
Cn1c(SCc2ccc(C#N)cc2)nnc1-c1ccncc1,-3,-5,0.0,19,5,-1,-2,1
CCOc1ccccc1N1CC(C(=O)N(Cc2nnc(-c3ccccc3Cl)o2)C2CC2)CC1=O (stereo unspecified),2,0,-1.3,-1,2,0,0,-5
Cc1nnsc1C(=O)NNC(=O)Nc1ccccc1,-3,7,-2.3,-4,14,0,-44,-3
O=C(O)C1C2C=CC(O2)C1C(=O)Nc1ccc(S(=O)(=O)Nc2ccccc2)cc1 (stereo unspecified),-1,-2,6.2,4,11,1,13,-2
COc1ccc(S(=O)(=O)N2CCN(C(=O)CSC(=S)N3CCCC3)CC2)cc1,4,-2,-2.0,-4,2,-1,3,-14
CCN(C[C@H]1N[C@@](Cc2ccccc2)(C(=O)OC)[C@H]2C(=O)N(C)C(=O)[C@@H]12)C(=O)Nc1ccc(C)cc1,-4,-1,0.2,-18,11,1,-23,-9
O=C(NCCCn1ccnc1)c1cc(-c2cccnc2)nc2ccc(Br)cc12,3,-5,-3.6,7,7,0,1,-4
O=c1cc(O)nc(-c2ccccc2)s1,5,6,1.3,-7,-6,1,11,7
CC(C)(C)n1nc2c(c1NC(=O)c1ccccc1F)CS(=O)C2 (stereo unspecified),3,-1,-0.7,-6,13,1,8,1
COc1ccc(NC(=O)COC(=O)c2cc(OC)c(OC)c(OC)c2)c([N+](=O)[O-])c1,5,-4,2.8,-5,20,2,-5,7
O=C(CN1CCN(c2ccccn2)CC1)Nc1ccccc1Br,2,-4,0.3,5,19,1,-26,-2
Cc1cccc(Oc2nc(-c3ccccn3)nc3ccccc23)c1,-5,5,1.6,-8,-2,1,-14,37
Cc1ccc2nc(-c3cccc(N)c3)oc2c1,98*,-11,-0.1,36,-261,0,95*,-19
COc1ccc(CN2C(=O)CS/C2=N/N=C/c2cccs2)cc1,-12,0,82*,3,6,1,5,-1
CCC(C)NC(=O)c1ccc(CS(=O)(=O)Cc2ccc(Cl)cc2)o1 (stereo unspecified),2,6,0.0,-13,6,-3,6,10
Cc1ccc(N(C(=O)c2sc(C)nc2C)C(C(=O)NC(C)(C)C)c2ccncc2)cc1 (stereo unspecified),-3,-5,-0.9,-5,14,-1,-34,-5
CCN(CC)S(=O)(=O)c1ccc(C(=O)OCC(=O)NCc2ccco2)cc1,-6,-7,5.6,0,16,0,-24,-27
CCOC(=O)CSc1n[nH]c(NC(=O)c2cccc(C(F)(F)F)c2)n1,-2,-8,1.5,-1,6,4,16,2
CCOc1ccc(NC(=O)C2CCCN(S(=O)(=O)c3c(C)n[nH]c3C)C2)cc1 (stereo unspecified),9,0,-0.6,-34,7,1,-12,0
CCOC(=O)c1nc(NCc2ccccc2F)c2ccccc2n1,-5,-7,1.0,0,10,-1,1,-6
CCn1c(COc2ccc(=O)n(-c3ccccc3)n2)nnc1SC,2,-4,1.1,5,19,0,9,-11
c1ccc2c(-n3cnnn3)cccc2c1,8,-2,0.0,-6,14,2,3,2
CCCn1c(=S)[nH]c2cc(C(=O)N(CCO)Cc3ccccc3)ccc2c1=O,27,-3,-1.0,3,5,0,-10,6
O=C(NCCC1CCCCN1S(=O)(=O)c1ccccc1)C(=O)NCCN1CCOCC1 (stereo unspecified),-12,-1,-0.4,-7,13,2,-16,-15
CCOC(=O)N1CCC(NC(=O)C2CCCN(C(=O)N3CCOc4ccccc43)C2)CC1 (stereo unspecified),3,-7,4.4,-5,15,1,7,3
CCOc1cc(N2CCOCC2)c(OCC)cc1NC(=O)CSc1n[nH]c(N)n1,-4,7,-0.1,35,3,-2,-16,-10
CCC(C)[C@H](NC(=O)Nc1ccccc1F)C(=O)O (stereo partly specified),-4,0,0.8,5,28,2,-26,-6
CCN1CCN(c2sc(S(C)(=O)=O)nc2S(=O)(=O)c2ccc(C)cc2)CC1,5,-1,-0.5,-1,19,2,-2,-4
CC(C)CC(C(=O)OCC(=O)Nc1ncc(Cl)cc1Cl)N1C(=O)c2ccccc2C1=O (stereo unspecified),-4,-1,0.2,7,3,-4,-9,-2
COc1cccc(C(=O)NNC(=O)CCC(=O)O)c1,1,14,1.1,14,11,1,-17,3
COc1ccc(CN2CCC(=O)N([C@H](CO)Cc3ccccc3)CC2)cc1,0,32,0.6,-11,14,-1,6,-8
Cc1ccc(SCn2nnc3ccccc3c2=O)c(C)c1,1,14,0.9,6,15,0,10,22
CCOC(=O)c1c(C)[nH]c(C(=O)OCc2ccccc2)c1C,1,0,-0.7,6,-3,-6,9,4
CC(C)c1nnc(NC(=O)CCCCCN2C(=O)C3C4C=CC(C4)C3C2=O)s1 (stereo unspecified),5,-6,-2.6,-5,4,-1,0,-5
CN(C)CCNc1ccc(-c2n[nH]c(=O)c3ccccc23)cc1[N+](=O)[O-],1,-3,0.5,-2,38,-5,6,-6
N#CC1(c2ccccc2)CCN(S(=O)(=O)c2ccc(OC(F)(F)F)cc2)CC1,-7,-2,-0.4,14,14,0,-6,20
CC1CCCC(NC(=O)COC(=O)COc2ccc(Cl)cc2)C1C (stereo unspecified),3,-1,1.3,-20,18,2,-6,-5
O=C(N/N=C/c1c(O)ccc2ccccc12)c1ccc(Br)o1,12,7,9.6,-42,-68,7,-29,3
Cc1ccc(OCCNC(=O)CNC(=O)c2ccc(C)c(C)c2)cc1,-10,-3,-0.6,-20,8,-2,-16,2
COc1ccccc1Cn1c(-c2ccco2)nc2nc3ccccc3nc21,4,2,-4.6,6,-487,3,-20,-1
CC(C)c1ccc(S(=O)(=O)N2CCN(C(=O)c3cccc(S(=O)(=O)N4CCOCC4)c3)CC2)cc1,.,2,2.0,11,-450,-1,.,-8
O=C1c2cc(O)c(O)cc2OC(c2ccc(O)c(O)c2)C1O (stereo unspecified),.,-7,-0.5,-17,18,0,.,-9
O=C(COc1ccc(F)cc1Cl)N1CCN(C(=O)c2cccs2)CC1,-13,1,-0.4,-4,12,-3,-11,-1
Cc1cc(C)c(S(=O)(=O)Nc2ccccc2)c(C)c1,.,-6,-1.2,39,3,-1,.,-4
NC(=O)C1CCN(S(=O)(=O)c2ccccc2[N+](=O)[O-])CC1,0,-5,-0.1,0,18,-2,-9,-2
O=C(CCn1nnc2ccccc21)N/N=C\Cc1ccccc1,7,7,-0.9,9,2,-5,8,-4
O=C(Cn1c(=O)c2cccn2c2ccccc21)Nc1ccc(F)cc1F,6,-1,1.1,3,-16,0,3,-5
CCCNS(=O)(=O)c1ccc2c(c1)n(C)c(=O)n2C,1,4,-0.5,-17,-2,0,-15,1
COc1ccc(Cc2nnc(NC(C)=O)s2)cc1,2,13,-1.6,-14,0,-2,0,3
Cc1ccc(NC(=O)CSc2ncccn2)cc1S(=O)(=O)N1CCOCC1,2,-4,-0.9,18,3,-2,8,2

# An excerpt of these results, with two lines to a compound.
# Values run as follows: SENP7 inh | HKDC1 inhibitor | MPTP inh | PfG6PD inh | SENP8 block | GRIN3A LBD mod | SENP6 block | ATG4B inh
- CC1CCCC(NC(=O)COC(=O)COc2ccc(Cl)cc2)C1C (stereo unspecified)
→ 3 | -1 | 1.3 | -20 | 18 | 2 | -6 | -5
- O=C(N/N=C/c1c(O)ccc2ccccc12)c1ccc(Br)o1
→ 12 | 7 | 9.6 | -42 | -68 | 7 | -29 | 3
- COc1ccc(CN2CCC(=O)N([C@H](CO)Cc3ccccc3)CC2)cc1
→ 0 | 32 | 0.6 | -11 | 14 | -1 | 6 | -8
- O=C(CCn1nnc2ccccc21)N/N=C\Cc1ccccc1
→ 7 | 7 | -0.9 | 9 | 2 | -5 | 8 | -4
- Cc1cc(C)c(S(=O)(=O)Nc2ccccc2)c(C)c1
→ . | -6 | -1.2 | 39 | 3 | -1 | . | -4

# (continued)
SMILES,SENP7 inh,HKDC1 inhibitor,MPTP inh,PfG6PD inh,SENP8 block,GRIN3A LBD mod,SENP6 block,ATG4B inh
O=C(/C=C/c1cccc(F)c1)N1CCN(c2ccccn2)CC1,-1,5,1.6,-1,15,-1,14,2
Cc1ccc(NC(=O)Cn2c(=O)cnc3ccccc32)cc1S(=O)(=O)N1CCOCC1,-3,1,1.5,-7,-151,1,-17,0
COc1ccccc1NS(=O)(=O)c1ccc2oc(N)nc2c1,-3,-2,0.0,12,11,1,-13,-1
Cc1ccc(C)c(OCC(=O)Nc2ccncc2)c1,-4,-8,1.4,5,13,-1,9,-1
O=C(Cc1n[nH]c(=O)[nH]c1=O)N/N=C/c1ccccc1,1,-7,-1.0,-2,11,-1,-9,-14
Cc1cccc(-c2c3c(nc4c2c(=O)n(C)c(=O)n4C)-c2ccccc2C3O)c1 (stereo unspecified),0,-6,5.6,0,19,0,-2,1
COc1cccc(C(=O)c2c[nH]c(C(=O)NCc3cccnc3)c2)c1,4,-6,-0.1,-5,4,-3,18,-5
O=C(CSc1ccc([N+](=O)[O-])cc1)c1ccccc1,.,-2,-2.6,58,20,-4,.,-4
COc1cc(C(=O)NC(C(=O)Nc2cccc(C(C)=O)c2)C(C)C)cc(OC)c1OC (stereo unspecified),3,-13,-0.3,14,13,-1,-13,-9
CCC(Oc1ccccc1)C(=O)OCC(=O)N(CC)c1c(N)n(Cc2ccccc2)c(=O)[nH]c1=O (stereo unspecified),-6,-1,0.6,-8,5,2,-7,-13
COc1ccc(-c2nnc3sc(C(C)N4C(=O)c5ccccc5C4=O)nn23)cc1 (stereo unspecified),3,-1,-0.4,0,-2,0,0,2
C=CCOc1cccc(C(=O)N2CCCC(CCC(=O)NCc3ccccc3F)C2)c1 (stereo unspecified),7,-5,1.3,-8,16,0,35,2
Cc1cccc(CCN(CC(=O)NC2CCCCC2)C(=O)c2csnn2)c1,-13,-7,-2.6,-3,-1,1,-29,-7
COc1ccc(C(=O)Nc2c3c(nn2-c2ccc([N+](=O)[O-])cc2)CS(=O)(=O)C3)cc1,-3,-2,-0.5,-1,6,1,-13,-6
COc1ccc(/C=C/C(=O)OCC(=O)Nc2cccc(C(C)=O)c2)cc1,4,-3,2.0,7,17,3,-7,-16
COc1c(C)cc(C(=O)C2CCCN(C(=O)C3=C(C)OCCO3)C2)cc1C (stereo unspecified),-5,3,2.1,-6,24,2,0,12
CC(=O)Nc1cccc(Oc2ccc(-c3noc(C)n3)cc2)c1,5,1,2.2,13,18,0,21,-3
CCCCNc1cc(C)oc(=O)c1C(C)=O,8,-12,0.6,-8,15,0,-17,6
COC(=O)c1cccc(NC(=O)/C=C/c2cccc([N+](=O)[O-])c2)c1,-4,7,-2.2,5,16,17*,-7,-6
O=C(C1CCN(S(=O)(=O)c2ccc(F)cc2)CC1)N1CC=C(c2ccccc2)CC1,3,5,7.6,5,4,1,3,-14
